Compound activity as filed in PubChem.
MCF10A rerep – induces DNA re-replication in MCF 10a normal breast cells; MCF 10A DNA re-replication, Hoechst nuclear intensity, 48 h; Potency, µM (doses to about 46.1 µM), for inactives: at the highest dose activity, positive = re-replication, most hits filed as activators; actives 2.9% (n = 350,000); note: potency is the fitted concentration of half-maximal effect; % of control where 0% means no effect; nearly all actives have a fitted effect of over 50% in size
SW480 rereplic – induces DNA re-replication in SW480 colon adenocarcinoma cells; SW480 DNA re-replication, Hoechst DNA content imaging, 48 h; Potency, µM (highest dose often 46.1 µM), for the others: at the top dose re-replication activation, hits mostly activators; actives 1.8% (n = 340,000); AID 624297; note: potency is the fitted concentration of half-maximal effect; % of control where 0% means no effect; nearly all actives have a fitted effect of over 55% in size
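First, 250 cells per well were seeded. Next, compound or vehicle (23 nL) was pinned in, plates sat 48 hr at 37 C. Finally Hoechst was added for 40 min before fluorescence scanning.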
KB-V1 MDR tox – kills drug-selected multidrug resistant KB-V1 cells; KB-V1 MDR cells viability, CellTiter-Glo, 72 h; Potency, µM (doses to about 46.1 µM), for inactives: at the top dose activity change, negative = cytotoxicity, most hits filed as cytotoxic; actives 3.4% (n = 400,000); note: potency is the fitted concentration of half-maximal effect; % is set by controls: 0 for no effect and ±100 for the full control effect; nearly all actives have a fitted effect of over 60% in size
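qHTS viability screen in drug-selected KB-V1 MDR cells: 72 h compound treatment at 37 degrees C, ATP luminescence end point.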
HT1080 IDH1KD tx – HT-1080 IDH1 knockdown cell toxicity (counter line); HT-1080 IDH1 knockdown viability, ATP luminescence, 48 h; Potency, µM (series often up to 46.1 µM), inactives show at the highest dose activity, negative = toxicity, hits mostly cytotoxic; actives 2% (n = 360,000);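 note: potency is the fitted concentration of half-maximal effect; 0% = DMSO wells and -100% = cell-free medium wells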
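In this qHTS, HT-1080 cells depleted of IDH1 are exposed for 48 h at 37 °C to compound titrations. Toxicity is scored from CellTiter-Glo luminescence, with DMSO as full viability and medium alone as none.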
WRN helicase inh – inhibitors of human WRN helicase. WRN helicase unwinding, fluorescent forked duplex, kinetic. Potency, µM (titrated, usually from 114 µM), for inactives: at the top dose activity change, negative = inhibition, actives largely listed as inhibitors. actives 0.46% (n = 360,000). AID 651768; note: potency is the fitted concentration of half-maximal effect; % is set by controls: 0 for no effect and ±100 for the full control effect; nearly all actives have a fitted effect of over 55% in size
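WRN at 20 nM final preincubated with compound 15 min at room temperature; reaction started with 100 nM fluorophore/quencher forked duplex oligonucleotide and 2 mM ATP final. Unwinding followed kinetically by red fluorescence (ex 525, em 598 nm).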
HT1080NT lethal – kills 2HG-producing HT-1080-NT fibrosarcoma cells. HT-1080-NT fibrosarcoma viability, CellTiter-Glo ATP luminescence, 48 h. Potency, µM (highest dose often 46.1 µM), inactives show at the top dose activity, negative = less viability, most hits filed as cytotoxic. actives 1.6% (n = 360,000);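 note: NT is the 2HG producing partner of a matched IDH1 knockdown line; potency is the fitted concentration of half-maximal effect; 0% = DMSO-treated cells and -100% = media-only wells without cells; nearly all actives have a fitted effect of over 55% in size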
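Viability by CellTiter-Glo luminescence after 48 h compound exposure at 37C of HT-1080-NT cells (750/well, RPMI, 5% FBS). % activity scaled between DMSO wells and medium-only wells, then curve-fitted and categorized by curve class.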
KB-3-1 tox – kills parental KB-3-1 adenocarcinoma cells; actives 1.4% (n = 400,000); AID 1347075; KB-3-1 viability, CellTiter-Glo ATP luminescence, 72 h; Potency, µM (titrated, usually from 46.1 µM), for inactives: at the top dose activity change, negative = cytotoxic, actives largely listed as cytotoxic; note: potency is the fitted concentration of half-maximal effect; % is set by controls: 0 for no effect and ±100 for the full control effect; nearly all actives have a fitted effect of over 60% in size
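Parental KB-3-1 adenocarcinoma cells in phenol-red-free DMEM with 10% FBS were pin-treated with compounds at several concentrations, incubated 72 h at 37 °C, and viability read by CellTiter-Glo luminescence; concentration-effect curves were fitted after normalization.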
IL-1B inflam inh – blocks inflammasome-driven IL-1 beta release; actives 4.7% (n = 360,000); THP-1 LPS/ATP IL-1B secretion, AlphaLISA, 16 h; active compounds read low; activity change, % at 57.5 µM; in the data active = activity change below about -50%; inconclusive = mostly about -30% to -49%; note: % is set by controls: 0 for no effect and ±100 for the full control effect
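THP-1 cells pretreated 1 hr with compounds (up to 57.5 uM final), then stimulated with LPS (250 ng/mL final) plus ATP (1.25 mM final); secreted IL-1B measured by AlphaLISA after 16 hr, decreased signal indicating inhibition.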
ATXN2 expr inh – inhibitors of ATXN2 expression | HEK-293 ATXN2-luciferase reporter, luminescence, 24 h | Potency, µM (series often up to 57 µM), for inactives: top-dose activity change, negative = inhibition, hits mostly inhibitors | actives 0.72% (n = 360,000); note: potency is the fitted concentration of half-maximal effect; % is set by controls: 0 for no effect and ±100 for the full control effect; nearly all actives have a fitted effect of over 55% in size
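qHTS (up to 57 uM final) was run with 24 h compound exposure of reporter cells at 37 °C. Each well was multiplexed: SteadyGlo luminescence measured ATXN2-luciferase expression after a fluorogenic Gly-Phe-AFC viability readout (25 uM final).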
Active calls of the source: *; ? = inconclusive; . = no result given; & = joins results of further samples; [ ] = another dose, or the depositor's remark. Unless noted, calls come from the whole dose curve; as a rule, active = well fitted curve in the direction sought with a large enough effect; inconclusive = small, poorly fitted or top-dose-only effect, or another doubt; inactive = no such curve, though single readings can be large; an effect the other way counts as inactive or inconclusive.

Structure	WRN helicase inh	MCF10A rerep	KB-V1 MDR tox	IL-1B inflam inh	HT1080 IDH1KD tx	ATXN2 expr inh	KB-3-1 tox	HT1080NT lethal	SW480 rereplic
O=c1[nH]c2c(cnn2-c2ccc(Cl)cc2)c(=O)n1-c1cccc(Cl)c1	-33%	10%	?	11	-10%	-13%	12%	-26%	-3%
CCCCCn1c(NC(=O)c2ccco2)c(S(=O)(=O)c2ccc(C)cc2)c2nc3ccccc3nc21	-29%	2%	18µM*	-7	?	-19%	-13%	?	1%
CCc1cccc(C)c1N1C(=O)CN(Cc2ccccc2)C1=S	-4%	24%	-17%	-5	-28%	-10%	0%	-10%	?
CCOCCCN(C(=O)Cn1nnc2ccccc21)C(C(=O)NCc1ccco1)c1ccncc1 (stereo not drawn)	-15%	6%	24%	25	3%	0%	6%	10%	-7%
CCN(CC)CCNC(=O)C1c2ccccc2Oc2ccccc21	-4%	?	-3%	9	5%	-7%	9%	7%	-2%
O=C(Nc1cccc2ncccc12)c1ccc(Cl)cc1	-13%	8%	0%	-6	0%	-11%	-2%	4%	3%
Clc1ccc(-c2nc3cnccn3c2NC2CCCC2)cc1	-5%	21µM*	6.5µM*	27	-7%	?	?	-2%	23µM*
CN1C2CCC1CC(NC(=O)c1ccc(Cl)cc1)C2 (stereo not drawn)	-4%	-10%	8%	0	1%	-7%	23%	-2%	13%
COCCn1c(NC(=S)NC(=O)C2CC2)cc(=O)[nH]c1=O	?	-6%	0%	11	16%	-32%	28%	0%	-3%
O=C(CCNc1ccc(Cc2ccncc2)cc1)c1ccc([N+](=O)[O-])cc1	-34%[57.1 µM]	?	-16%	-17	?	-2%[11.3 µM]	-4%	?	-13%
C=CCC[C@@H](Cc1ccc(F)cc1)C(=O)OC[C@@H]1CCCN1C(=O)[C@@H](CC=C)CC(=O)N(CCO)Cc1ccccc1	-11%	?	?	-73*	?	?	0%	?	21%
COc1ccc(NC(=O)c2ccco2)cc1NC(=O)COc1ccccc1	-4%	-4%	-1%&4%	?	-5%	-5%&4%	-3%&-14%	-3%	-8%
COc1cccc(NC(=O)Cn2c(CCC(=O)O)ccc2-c2ccc(Cl)cc2)c1	-12%	-1%	-23%	25	-15%	-11%[11.3 µM]	7%	3%	-10%
Fc1ccc2[nH]c3c(N4CCSCC4)ncnc3c2c1	-11%	?	3.3µM*	-62*	-21%	16µM*	5.2µM*	-14%	-58%[inhibitor]
Cc1cc(OCc2nn[nH]n2)c2c(-c3ccccc3)cc(=O)oc2c1	-3%	0%	?	1	3%	10%	4%	1%	1%
O=S(=O)(NCC1CCCO1)c1ccc(S(=O)(=O)N(Cc2ccc(F)cc2)Cc2ccccn2)cc1 (stereo not drawn)	5%	13%	-18%	-12	1%	5%	-3%	-1%	-3%
CCc1c(C)nc2ncnn2c1N1CCCC(C(=O)NCc2cccs2)C1 (stereo not drawn)	3%	13%	16µM*	36	2%	0%	?	-14%	-9%
CCCCCCCNC(=O)C1(CC2CC(c3ccc(Cl)cc3)=NO2)CCN(C(=O)c2cc(OCC)c(OCC)c(OCC)c2)CC1 (stereo not drawn)	-10%	24%	-1%	-28	-9%	4%	-8%	0%	?
C=CCNC(=O)COC(=O)c1cccnc1Nc1ccccc1F	3%	0%	-20%	-7	6%	-14%	?	14%	2%
CCOc1ccc(NC(=O)CNc2ccc(C)cc2Cl)cc1	-23%	-185%[0.0737 µM]	-4%	-2	7%	3%	-21%	15%	-11%

In the list so far, these contain an aryl methoxy group:
Structure	WRN helicase inh	MCF10A rerep	KB-V1 MDR tox	IL-1B inflam inh	HT1080 IDH1KD tx	ATXN2 expr inh	KB-3-1 tox	HT1080NT lethal	SW480 rereplic
COc1ccc(NC(=O)c2ccco2)cc1NC(=O)COc1ccccc1	-4%	-4%	-1%&4%	?	-5%	-5%&4%	-3%&-14%	-3%	-8%
COc1cccc(NC(=O)Cn2c(CCC(=O)O)ccc2-c2ccc(Cl)cc2)c1	-12%	-1%	-23%	25	-15%	-11%[11.3 µM]	7%	3%	-10%

(continued)
Structure	WRN helicase inh	MCF10A rerep	KB-V1 MDR tox	IL-1B inflam inh	HT1080 IDH1KD tx	ATXN2 expr inh	KB-3-1 tox	HT1080NT lethal	SW480 rereplic
COc1cc(CNCCN2CCOCC2)ccc1OCc1cccc(Cl)c1	2%	?	0%	?	?	0%	-26%	?	?
CC1CCc2cc(F)ccc2N1C(=O)CSc1nnc2c3cc(F)ccc3n(C)c2n1 (stereo not drawn)	2%	-3%	-1%	23	17%	-26%	1%	16%	-7%
COC(=O)[C@]12CCCCC=C1N(Cc1cccc3ccccc13)C(=O)[C@H](CC(=O)NCC1CCCCC1)C2	-5%	.	?	-15	12%	-36%	-14%	15%	.
CN1CCN(C(=O)C2=C[C@H](c3csc4ccccc34)C[C@H](OCCCCO)O2)CC1	7%	1%	-5%	-19	0%	0%	6%	-15%	-11%[9.22 µM]
COc1ccc(/C=C/c2c(-c3ccccc3OC)sc3ccccc23)cc1OC	-3%	?	-5%	-9	3%	0%	1%	3%	-24%[9.22 µM]
COc1ccc(OC)c(CCNC(=O)C(C)n2nc(C)c3c(C)n(-c4ccc(C)cc4)nc3c2=O)c1 (stereo not drawn)	-1%	3%	-28%	7	21µM*	.	?	-17%	-5%
O=C1NC(=O)/C(=C\c2ccc(Sc3ccc(Cl)cc3)o2)N1	-17%	6%	26%	7	3%	-2%	8%	2%	0%
CCOc1cc(-c2noc(N)c2C(=O)OC)cc(OCC)c1OCC	-2%	25%	12µM*	-106*	0%	-5%	-1%	0%	3%
O=C(Cc1cccs1)NNC(=S)NC(=O)c1ccccc1	-9%	?	?	0	-15%	-17%	?	-1%	-4%
CC1=C(C(=O)OCc2ccccc2)C(/C=C/c2ccccc2)NC(=S)N1 (stereo not drawn)	-1%	23µM*	?	?	?	?	-21%	-24%	10%
N=C(N)SCc1cn(-c2ccccc2)nc1-c1ccc(Br)cc1	23%	?	18µM*	-77*	5.2µM*	?	?	5.2µM*	18%
O=C(Nc1ccc(Oc2cccnc2)cc1)C1CCN(Cc2ccccc2F)CC1	-16%	3%	.	-10	-1%	-13%	.	2%	-1%
CCN(C(=O)COC(=O)c1oc2ccc(OC)cc2c1C)C1CCS(=O)(=O)C1 (stereo not drawn)	-4%	-6%	-16%	-8	-9%	7%	0%	-3%	0%
CC(C)(C)N1C(=O)[C@H]2[C@@H](c3ccc(Br)cc3)N3C(=O)N(c4ccccc4)C(=O)[C@@]3(Cc3ccccc3)[C@H]2C1=O	11%	4%	4%	-1	1%	0%	-2%	-2%	-5%
CC(C)CNC(=O)c1ccccc1NC(=O)CCSc1ccccc1	-6%	?	21µM*	3	0%	0%	6%	4%	1%
CCCn1c2ccccc2c2nnc(SCCN3CCOCC3)nc21	0%	-2%	-15%	-18	?	-13%	4%	-4%	-1%
CCn1nc(C(=O)NCCc2ccc(S(N)(=O)=O)cc2)c2ccccc2c1=O	-11%	23%	9%	8	3%	-3%	?	-17%	-9%
CC(C)c1ccc(NC2CCCN(C(=O)c3cnn(C(C)C)c3)C2)cc1 (stereo not drawn)	-1%	13%	-12%	14	-7%	-8%	-26%	-7%	-2%
CCSc1cc(N2CCCC2)nc(-c2ccccc2Cl)n1	3%	-5%	?	14	-2%	1%	-7%	2%	-2%

Arranged by value in WRN helicase inh (falling): 6 from the list above
Structure | WRN helicase inh | IL-1B inflam inh
CCSc1cc(N2CCCC2)nc(-c2ccccc2Cl)n1 | 3% | 14
CCCn1c2ccccc2c2nnc(SCCN3CCOCC3)nc21 | 0% | -18
COc1ccc(OC)c(CCNC(=O)C(C)n2nc(C)c3c(C)n(-c4ccc(C)cc4)nc3c2=O)c1 (stereo not drawn) | -1% | 7
CCN(C(=O)COC(=O)c1oc2ccc(OC)cc2c1C)C1CCS(=O)(=O)C1 (stereo not drawn) | -4% | -8
COC(=O)[C@]12CCCCC=C1N(Cc1cccc3ccccc13)C(=O)[C@H](CC(=O)NCC1CCCCC1)C2 | -5% | -15
CCn1nc(C(=O)NCCc2ccc(S(N)(=O)=O)cc2)c2ccccc2c1=O | -11% | 8

Complete entries, looked up by structure.
CCCn1c2ccccc2c2nnc(SCCN3CCOCC3)nc21 is listed as WRN helicase inh: 0%; MCF10A rerep: -2%; KB-V1 MDR tox: -15%; IL-1B inflam inh: -18; HT1080 IDH1KD tx: ?; ATXN2 expr inh: -13%; KB-3-1 tox: 4%; HT1080NT lethal: -4%; SW480 rereplic: -1%
COc1ccc(OC)c(CCNC(=O)C(C)n2nc(C)c3c(C)n(-c4ccc(C)cc4)nc3c2=O)c1 (stereo not drawn) is listed as WRN helicase inh: -1%; MCF10A rerep: 3%; KB-V1 MDR tox: -28%; IL-1B inflam inh: 7; HT1080 IDH1KD tx: 21µM*; ATXN2 expr inh: .; KB-3-1 tox: ?; HT1080NT lethal: -17%; SW480 rereplic: -5%
